# Keap1-Nrf2 PPI: disrupts human Keap1 binding to Nrf2 peptide; inhibition, % at 9.4 µM; 340,000 tested, 0.15% active; AID 504523; Keap1 Kelch-Nrf2 peptide fluorescence polarization, 1536-well; Q14145; in the data active = inhibition above about 12%;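 also: human Keap1 Kelch domain with fluorescein labeled Nrf2 9mer peptide probe; 0% = neutral control wells and 100% = peptide positive control; higher means more block of Keap1 binding to Nrf2 peptide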
# DAGLB inhibitor: diacylglycerol lipase beta (human) inhibition; Q8NCG7; HEK293T DAGLB membrane lysate, EnzChek fluorogenic substrate; inhibition, % at 5.17 µM; 340,000 tested, 0.059% active; AID 504411; in the data active = inhibition above about 34%;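 also: 0% = enzyme with vehicle and 100% = wells lacking enzyme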
# Target sequence (Q8NCG7 whole entry, looked up): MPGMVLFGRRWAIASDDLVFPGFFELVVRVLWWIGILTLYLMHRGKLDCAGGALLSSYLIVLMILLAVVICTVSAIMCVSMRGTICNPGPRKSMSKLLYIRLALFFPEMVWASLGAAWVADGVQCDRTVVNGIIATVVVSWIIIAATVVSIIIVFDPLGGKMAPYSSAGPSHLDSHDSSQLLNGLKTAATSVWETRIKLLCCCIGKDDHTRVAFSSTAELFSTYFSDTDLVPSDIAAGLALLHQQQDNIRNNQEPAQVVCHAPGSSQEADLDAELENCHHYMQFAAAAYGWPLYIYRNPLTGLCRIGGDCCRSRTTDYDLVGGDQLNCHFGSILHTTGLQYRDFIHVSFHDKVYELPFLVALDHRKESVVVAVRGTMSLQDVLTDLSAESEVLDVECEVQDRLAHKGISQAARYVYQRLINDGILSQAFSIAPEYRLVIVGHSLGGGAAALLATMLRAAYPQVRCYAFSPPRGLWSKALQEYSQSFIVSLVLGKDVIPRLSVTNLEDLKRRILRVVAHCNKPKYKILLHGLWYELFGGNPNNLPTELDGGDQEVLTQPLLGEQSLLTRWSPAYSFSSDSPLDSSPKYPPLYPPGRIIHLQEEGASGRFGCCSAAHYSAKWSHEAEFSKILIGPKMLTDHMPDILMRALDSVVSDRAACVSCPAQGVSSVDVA
# NSD2 inh: blocks human histone methyltransferase NSD2; inhibition, % at 12.5 µM; O96028; 310,000 tested, 0.54% active; NSD2 peptide methylation, AlphaScreen, 120 min; in the data active = inhibition above about 50%
# C-LANA FP: blocks KSHV LANA C-terminal domain binding to DNA. MBP-C-LANA/FAM-LBS DNA binding, fluorescence polarization. inhibition, % at 9 µM. 340,000 tested, 0.078% active. AID 504423;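 active = highest replicate inhibition at or above 60% at 9 µM, even if other replicates fall short; inactive = all replicates below 60% inhibition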;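 also: 0% = neutral control wells and 100% = 4 µM acridine orange control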
# Arr AP2 block: blocks beta-arrestin peptide binding to AP2 adaptin | inhibition, % at 10 µM | AID 504490 | 340,000 tested, 0.31% active | FITC-arrestin peptide / GST-AP2 beads, flow cytometry; AP2 beta2 appendage carries R879A mutation;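 active = inhibition above a set limit, near 3 SD of compounds lacking own fluorescence, cut at about 54% in these data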;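 also: plate controls were DMSO wells for no effect and 5 µM unlabelled arrestin peptide for full effect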
#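 Material – GST-tagged AP2 beta2-adaptin appendage (R879A) on 4 µm glutathione beads · Probe or stimulus – fluorescein-tagged arrestin peptide at 50 nM final · Timing – 12 min plus 1 h, RT · Detection – bead flow cytometry, FITC channel · Read-out basis – inhibition as reduced fluorescein signal on beads, percent · Medium – PBS plus Tween 20 (0.05%) and BSA (0.1%)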
# V-ATPase pHluor: regulators of yeast V-ATPase proton transport | S. cerevisiae, pHLuorin cytosolic pH fluorescence | AID 504577 | response, % at 10 µM | 350,000 tested, 0.37% active; in the data active = response mostly above about 7.3%, no sharp cut-off; inactive = mostly below about 5.4%; also: actives read high; inactives centre near 0; some compounds called inactive have numbers as strong as hits; reference of the scale not given here
# RTF Ca sens inh: cardiac RTF calcium desensitization. P19429+P45379. IANBD-labeled cardiac RTF, Ca2+ fluorescence. inhibition, % at 7.15 µM. 340,000 tested, 0.12% active. AID 493244;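 active = inhibition above the mean inhibition of all tested compounds plus 3 SD, cut at about 17% in these data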;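 also: assay run at fixed EC70 calcium of 1.6 mM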
# CAL PDZ FP-1: inhibitors of human CAL PDZ peptide binding | Q9HD26 | purified CAL PDZ, TMR-peptide fluorescence polarization, 1 h | inhibition, % at 24.9 µM | 300,000 tested, 0.92% active | AID 602252;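 active = mean inhibition of at least 30% with at least half of replicates also reaching 30%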;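 also: 0% = DMSO neutral control and 100% = excess unlabeled competitor peptide PRC23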
# DSG3 Ab inh: human desmoglein-3 autoantibody binding inhibition; P32926; binding (percent of control), % at 10 µM; AID 588358; 310,000 tested, 0.48% active; DSG3-coupled beads, scFv-anti-DSG3-GFP binding, flow cytometry; stronger effect = lower value;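 active = binding more than 3 SD below its plate's average and above zero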;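 also: hits lower antibody fragment binding to DSG3; some compounds called inactive have numbers as strong as hits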
# CAL PDZ FP-2: inhibitors of human CAL PDZ peptide binding; Q9HD26; purified CAL PDZ, TMR-peptide fluorescence polarization, 1 h; inhibition, % at 20 µM; 330,000 tested, 0.02% active; AID 504414;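 active = highest replicate inhibition of at least 40%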;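 also: plate controls were DMSO neutral control wells for no effect and unlabeled competitor peptide control wells for full effect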
#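 System: tagged CAL PDZ domain. Schedule: 1 h room-temperature incubation prior to read. Signal: fluorescence polarization (mP). Measure: percent inhibition from loss of millipolarization.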
# Starred values were filed as active, the others as inactive; x = not tested or not shown; & = joins results of further samples; ! = a repeat was not active.
SMILES,Keap1-Nrf2 PPI,DAGLB inhibitor,NSD2 inh,C-LANA FP,Arr AP2 block,V-ATPase pHluor,RTF Ca sens inh,CAL PDZ FP-1,DSG3 Ab inh,CAL PDZ FP-2
CN(C)S(=O)(=O)c1ccc(N2CCCC2)c(C(=O)Nc2nc3c(ccc4ccccc43)s2)c1,2,3,-3,-0.7,2,-4,9,-1,108,-3.2
O=C(CN1C(=O)C2CC=CCC2C1=O)Nc1nnc(SCc2ccc(Cl)cc2)s1 (configuration not stated),2,1,3,-0.2,5,-1,1,-6,102,-3.3
COc1ccccc1NC(=O)Nc1nc(CC(=O)N2CCN(c3ccccc3OC)CC2)cs1,-1,1,1,-0.7,2,1,7,-7,102,-2.7
O=C(Nc1ccc(Cl)c(S(=O)(=O)Nc2ccccc2Cl)c1)c1cccs1,-6,0,-1,0.9,2,-3,-7,3,103,-3.7
COc1ccc(OC)c(NS(=O)(=O)c2ccc(NC(=O)C3COc4ccccc4O3)cc2)c1 (configuration not stated),-4,-5,0,0.1,30,-1,-10,-5,86,-3.4
COCCn1c(=O)[nH]c2cc(C(=O)NCCCN3CCN(c4ccc(F)cc4)CC3)ccc2c1=O,0,-4,-2,-0.8,19,1,0,2,104,-1.5
CC(=O)Oc1ccc(Nc2ccccc2)cc1,-9,3,30,0.6,9,1,-14,3,106,-2.3
CCc1c(C)sc(NC(=O)c2cc(C)no2)c1C#N,7,-2,x,0.3,2,7,-11,x,98,-0.7
Cc1ccc(NC(=O)Cn2nnc(C(=O)NCc3ccccc3)c2N)cc1C,1,-3,56*,-0.4,5,2,-5,-1,113,0.0
C#CCOCCOCCOCCNc1nc(N2CCN(C(=O)CCCCCCCCCCNC(=O)[C@H](CCC(=O)O)n3cc(CCCCCN)nn3)CC2)nc(N2CCN(C(=O)CCCCCCCCCCNC(=O)[C@@H]([C@H](C)O)n3cc(C)nn3)CC2)n1,-2,-2,x,0.4,25,-2,-10,-4,104,0.1
CCCCCc1nnc(NS(C)(=O)=O)s1,-1,0,-1,-2.0,-3,2,8,-4,122,-2.2
Clc1ccc(-n2cccc2)cn1,-1,-3,-2,-0.4,-3,0,-2,-3,98,-1.7
CC(CCc1ccco1)NC(=O)Cn1ncc2c(=O)oc3ccccc3c21 (configuration not stated),2,-2,x,2.0,12,-4,-2,x,94,-1.0
Cc1ccccc1NC(=S)N/N=C1\CC(C)(C)Oc2ccc(O)cc21,-7,3,-3,-1.7,-1,4,-4,0,113,-3.1
COc1ccc(CNC(=O)C2=C(C)C(=O)OC23CCC(C)CC3)cc1 (configuration not stated),3,0,x,-0.3,-2,-5,-20,-2,101,-1.1
O=c1oc2cc(OCc3ccc(C(F)(F)F)cc3)ccc2cc1-c1ccccn1,1,-2,x,-1.5,-4,1,0,-6,106,-2.0
O=C(/C=C/c1ccccc1[N+](=O)[O-])NCc1ccc(Cl)cc1,-1,1,-5,-1.0,2,-4,-22,-7,105,-2.0
CCOC(=O)c1ccc(NC2=CC(=O)CC(c3ccco3)C2)cc1 (configuration not stated),-7,-2,-2,4.3,11,-3,-2,-1,x,-3.0
Cc1ccc(NC(=O)C(C)SCc2nc3sc4c(c3c(=O)[nH]2)CCCC4)nc1 (configuration not stated),-6,0,2,0.6,-7,1,-8,-3,x,-2.7
COc1cccc(NC(=O)CN(C)CC(=O)NC(C)c2ccccc2)c1 (configuration not stated),0,-1,7,-1.2,4,-2,-4,-4,104,-1.2
COc1ccc2c(=O)c3c(=O)n(Cc4ccco4)c(-c4cc(OC)c(OC)c(OC)c4)nc3oc2c1,-2,-1,0,-1.5,2,-1,-1,x,100,-5.4
CC(C)n1c(=O)[nH][nH]c1=S,x,x,1,x,6,5,x,x,97,x
COc1cc(-c2cc(=O)c3ccccc3o2)ccc1O,-3,-2,x,-2.1,6,7.7*,1,-7,101,-1.6
O=C(COc1nc2ccccc2nc1N1CCOCC1)NCC(F)(F)F,1,2,1,2.6,20,-3,0,-3,109,-0.3
CN(CC(=O)Nc1ccc(F)c(F)c1F)C(=O)CCc1nc2sc3c(c2c(=O)[nH]1)CCCC3,-7,3,1,0.8,27,2,2,-1,103,-2.9
CC(C)C(NS(=O)(=O)c1cccc2nsnc12)C(=O)NCCC1=CCCCC1 (configuration not stated),-2,-1,x,-0.4,27,2,-9,1,96,-0.7
COC(=O)c1c(C)[nH]c(C(=O)OCC(=O)c2c(N)n(CC(C)C)c(=O)n(C)c2=O)c1C,-3,3,1,-1.8,-9,1,-5,-4,123,0.3
COc1ccc(C(=O)COc2ccc(NC(C)=O)cc2)cc1,-4,3,-2,1.7,11,-3,-9,-2,100,-1.0
CCS(=O)(=O)NCCc1csc(-c2cccnc2)n1,1,2,x,-2.0,21,-7,-5,1,98,0.1
Cc1nnc(SCc2ccc(C(=O)c3ccc(Cl)cc3)o2)n1-c1ccccc1,-3,7,3,-1.4,25,-2,6,-3,81,-3.3
COc1cc(OC)cc(C(=O)NNC(=O)c2ccc(-n3cncn3)c([N+](=O)[O-])c2)c1,-2,1,-2,1.9,-17,-2,-16,-2,104,-2.3
COc1ccc(-c2nc(CS(=O)(=O)CC(=O)NCc3ccc(F)cc3)c(C)o2)cc1,0,1,-6,-0.4,-9,2,-4,2,99,-0.1
O=C(COc1cccc(F)c1)N[C@@H](Cc1ccccc1)c1nc2ccccc2[nH]1,-6,4,-3,3.1,-3,1,-1,-2,102,-2.1
O=C(O)CSc1nc2c(c(C(F)(F)F)n1)CCCC2,-3&-3,1&2,-4&8,0.5&-0.4,2&-4,2&-1,-5&-10,78*!,74&101,0.3&1.5
COc1ccc(-c2cn3c(C)c(C(=O)N4CCCc5ccccc54)sc3n2)cc1,0,-4,x,1.7,-4,3,-3,-2,105,-3.4
COc1ccccc1NC(=O)C(C)OC(=O)CCNS(=O)(=O)c1cccc(C(F)(F)F)c1 (configuration not stated),1,-3,105*,0.8,-7,1,-5,5,105,-0.8
O=C(CCc1ccc(S(=O)(=O)N2CCOCC2)cc1)NCCCN1CCCC1=O,-3,0,-4,-1.0,30,-5,-10,-3,99,-0.4
Cc1ccccc1N=CC=C1OC(C)(C)C(C)(C)O1,2,0,0,-0.9,32,-7,-7,x,107,-0.1
O=C(CCCSc1nc2ccccc2c(=O)[nH]1)c1ccc(F)cc1,-2,-2,-9,-1.6,35,1,-6,-5,97,-1.8
CCC1C(=O)C(C)(C)C(=O)OC1c1ccc([N+](=O)[O-])cc1 (configuration not stated),-2,-3,-2,-1.5,-5,-4,-10,-1,97,1.2
COc1ccc(Cn2c(-c3ccc(Cl)cc3)c[n+]3ccccc23)cc1,-1,0,1,0.5,-2,-1,-5,1,98,-2.8
O=C(CN1C(=O)c2cccnc2Oc2ccc(Cl)cc21)N1CCCC1,-3,1,5,-1.3,-18,-2,-13,-2,99,0.0
CCn1c(COc2ccc(=O)n(-c3ccccc3)n2)nnc1SCC(=O)OC,0,-4,-3,-3.7,22,1,-2,-1,x,0.6
CC1CCCCN1C(=O)C1CCN(c2nc(-c3ccccc3)nc3c2CCC3)CC1 (configuration not stated),-2,-5,2,0.3,48,-2,3,-4,99,-3.5
Cc1cc(C)c(S(=O)(=O)N2CCCCC2CCNC(=O)C(=O)NC2CC2)c(C)c1 (configuration not stated),-1,-1,-2,0.2,-7,-4,-17,-2,103,-2.8
O=C(Cn1cc2c(n1)CCCCC2)Nc1c(F)cc(F)cc1Br,-6,1,0,-10.0,-26,1,2,-1,103,-2.4
COc1ccc(NS(=O)(=O)c2ccc3c(c2)N(C(C)=O)CCS3)cc1,-1,1,0,0.7,-4,-2,-8,-8,x,0.1
COc1ccc(-n2c(SCCNCCO)nc3sc4c(c3c2=O)CCCC4)cc1,-7,-3,x,-2.3,22,0,-1,-1,67,-2.9
Cc1cc(C)c2c(N=NN(C)C)[nH]nc2n1,0,1,6,3.2,21,-1,6,-6,99,x
Cc1cccc2nc(CSc3nc4ccc([N+](=O)[O-])cc4[nH]3)c(Br)n12,-5,3,-2,-0.2,2,-3,-2,-4,94,-0.2
O=C(CSc1nc(-c2cccs2)nc2ccccc12)NC1CCS(=O)(=O)C1 (configuration not stated),1,0,11,1.1,31,-3,-2,-1,x,0.6
CCN(CC)CCNC(=O)NC(=O)c1ccc(Cl)cc1,-7,-2,9,0.8,-1,4,5,x,109,0.3
CCOc1ccccc1NC(=O)CCc1nnc2ccc(NCc3ccco3)nn12,0,0,11,-0.7,0,0,-10,1,96,-2.2
O=C(Cn1c(NCCO)nc2ccccc21)Nc1cccc(S(=O)(=O)N2CCCC2)c1,-2,-1,x,0.9,-13,-2,-10,3,99,-1.0
O=C(O)c1ccc2nc3c(nc2c1)-c1ccccc1C3=O,-4,2,2,1.7,-15,0,-7,1,93,-4.5
O=C(NOC(=O)c1ccccc1)c1ccccc1,-7,-4,-3,1.4,19,0,-11,x,116,1.1
CN(C)c1cccc(C(=O)OCCNC(=O)c2cccc(S(=O)(=O)N3CCOCC3)c2)c1,3,1,-1,-7.2,-16,2,6,-6,97,1.3
CCNC(=O)NC(=O)COC(=O)c1cccc(S(=O)(=O)N2CC3(C)CC2CC(C)(C)C3)c1 (configuration not stated),-5,2,3,-0.7,25,3,-38,26,102,-1.6
COc1ccc(-n2c(N)cc(=O)nc2SCC(=O)NC2CCCCC2)cc1,1,1,-3,0.9,6,3,-9,-5,x,-0.9
CNCc1cc(Cl)cc(OC)c1OC(C)C,2,1,11,0.5,27,7.7*,0,-4,98,-1.2

# Single records (already shown). Order of values: Keap1-Nrf2 PPI, DAGLB inhibitor, NSD2 inh, C-LANA FP, Arr AP2 block, V-ATPase pHluor, RTF Ca sens inh, CAL PDZ FP-1, DSG3 Ab inh, CAL PDZ FP-2
# Listed for COc1ccc(-n2c(N)cc(=O)nc2SCC(=O)NC2CCCCC2)cc1 = 1, 1, -3, 0.9, 6, 3, -9, -5, x, -0.9
# Listed for COc1cc(-c2cc(=O)c3ccccc3o2)ccc1O = -3, -2, x, -2.1, 6, 7.7*, 1, -7, 101, -1.6

# New compounds follow
SMILES,Keap1-Nrf2 PPI,DAGLB inhibitor,NSD2 inh,C-LANA FP,Arr AP2 block,V-ATPase pHluor,RTF Ca sens inh,CAL PDZ FP-1,DSG3 Ab inh,CAL PDZ FP-2
Cc1nnc2sc(-c3cccc(F)c3)nn2c1=O,-4,-2,0,1.5,8,-3,-4,-3,113,-2.7
CCN1C(=O)[C@H]2[C@H]3CN=C(SCC4CC4)N3[C@@](CC)(C(=O)OC)[C@H]2C1=O,-3,-2,x,-2.2,7,-2,-8,2,108,-1.1
Cc1ccc(S(=O)(=O)CCC(=O)Nc2nnc(-c3cccs3)o2)cc1,1,0,-2,2.0,30,0,-1,-19,98,0.1
COc1ccc(/C=C/C2=CC(C)(C)NC(=S)N2)cc1,4,0,0,-0.2,-34,2,5,0,92,0.7

# These rows are one share of the data. The share of hits here may be higher or lower than overall.
